AMA1-RON2 inh: disrupts binding of P. falciparum AMA1 to RON2; actives 0.2% (n = 360,000); Potency, µM (highest dose often 58.2 µM), inactives show at the highest dose activity change, negative = inhibition, hits mostly inhibitors; AlphaScreen AMA1-biotinylated RON2 peptide binding;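 also: potency is read from the fitted curve at half-maximal effect; 0% = vehicle wells and -100% = peptide control; nearly all actives have a fitted effect of over 45% in size; some results filed as inactive show a strong effect at the top dose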
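AMA1 (3D7) with his tag at 25 nM final met compounds first, then biotinylated RON2 peptide at 25 nM; detection used donor plus acceptor beads, 10 µg/mL apiece, read by AlphaScreen after 30 min at room temperature.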
AmpC inh detg: inhibitors of E. coli AmpC beta-lactamase with detergent. AmpC hydrolysis of nitrocefin, absorbance 480 nm, 0.01% Triton. P00811. actives 0.041% (n = 370,000). Potency, µM (titrated, usually from 114 µM), for inactives: at the top dose activity change, negative = inhibition, usual class: inhibitors;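 also: potency is read from the fitted curve at half-maximal effect; 0% = no-compound wells and -100% = no-enzyme wells; nearly all actives have a fitted effect of over 25% in size; some results filed as inactive show a strong effect at the top dose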
Target sequence (P00811 whole entry, looked up): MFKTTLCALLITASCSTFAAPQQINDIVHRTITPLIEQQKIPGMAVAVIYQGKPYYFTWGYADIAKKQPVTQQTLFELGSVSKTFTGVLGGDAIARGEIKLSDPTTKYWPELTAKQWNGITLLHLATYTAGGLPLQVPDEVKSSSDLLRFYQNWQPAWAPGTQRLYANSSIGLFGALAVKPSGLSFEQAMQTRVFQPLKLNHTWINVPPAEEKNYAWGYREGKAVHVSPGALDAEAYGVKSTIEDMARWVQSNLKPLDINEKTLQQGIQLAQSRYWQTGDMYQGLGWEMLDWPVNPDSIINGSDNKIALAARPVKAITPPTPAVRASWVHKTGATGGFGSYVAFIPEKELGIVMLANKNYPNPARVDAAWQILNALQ
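20 mM phosphate pH 7.0 + 0.01% (detergent screen) or 0.0001% Triton X-100; 5.3 nM AmpC reagent; cpd preinc 15 min RT; nitrocefin (800 uM stock) to start; A480 q20 s × 4 min; Activity was normalised to no-enzyme and no-compound control wells.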
LmPK inh: blocks Leishmania mexicana pyruvate kinase activity; Q27686; purified LmPK, Kinase-Glo ATP luminescence, 1 h; Potency, µM (top dose mostly 57.5 µM), for inactives: at the top dose activity change, negative = inhibition, hits mostly inhibitors; actives 0.37% (n = 290,000); AID 1721; also: potency is read from the fitted curve at half-maximal effect
Target sequence (Q27686 whole entry, looked up): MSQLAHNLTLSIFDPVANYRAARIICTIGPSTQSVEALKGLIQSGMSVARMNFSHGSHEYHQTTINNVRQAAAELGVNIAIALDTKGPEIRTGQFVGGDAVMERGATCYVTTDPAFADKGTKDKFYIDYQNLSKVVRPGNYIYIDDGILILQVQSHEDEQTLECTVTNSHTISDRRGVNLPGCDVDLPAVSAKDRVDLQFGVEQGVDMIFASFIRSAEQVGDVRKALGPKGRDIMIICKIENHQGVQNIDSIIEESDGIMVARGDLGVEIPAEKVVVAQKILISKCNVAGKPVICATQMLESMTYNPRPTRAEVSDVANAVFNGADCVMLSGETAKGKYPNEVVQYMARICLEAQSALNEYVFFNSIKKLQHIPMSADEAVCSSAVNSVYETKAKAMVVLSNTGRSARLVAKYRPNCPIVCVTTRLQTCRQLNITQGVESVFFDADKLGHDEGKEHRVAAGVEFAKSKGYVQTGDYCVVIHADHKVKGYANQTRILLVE
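Purified LmPK (0.1 nM) converted ADP (0.1 mM) to ATP with PEP (0.5 mM) in imidazole buffer pH 7.2 with KCl and MgCl2, 1 h at room temperature. ATP was read by Kinase-Glo luminescence; data normalized to uninhibited and no-enzyme controls.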
TbPYK inhibitor: blocks Trypanosoma brucei pyruvate kinase; Potency, µM (titrated, usually from 76.8 µM), inactives show top-dose activity, negative = inhibition, usual class: inhibitors; AID 624173; actives 0.12% (n = 410,000); TbPYK enzyme, Kinase-Glo Plus ATP luminescence, 45 min; also: potency is read from the fitted curve at half-maximal effect; nearly all actives have a fitted effect of over 50% in size
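Enzyme and substrate buffer are dispensed first and compound is pin-transferred. ADP at 130 uM final then starts the reaction, which runs 45 min at room temperature. Detection reagent is added for 10 min before luminescence is imaged.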
HCMV antiviral: inhibitors of human cytomegalovirus; AID 1259415; activity change, negative = inhibition, % at 57.5 µM; HFF cells, HCMV-luciferase reporter, 72 h; stronger effect = lower value; actives 4.5% (n = 410,000); in the data active = activity change below about -60%; inconclusive = no clear call, values can overlap the other calls; inactive = above about -39%
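Steps: HFFs plated, 16 h 37C; compounds added; HCMV-luciferase added to MOI 1 PFU/cell; 72 h 37C; OneGlo reagent, 5 min room temperature; luminescence read, normalized to controls.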
AmpC no deterg: AmpC beta-lactamase inhibition without detergent. Potency, µM (highest dose often 57.1 µM), inactives show at the top dose activity change, negative = inhibition, hits mostly inhibitors. AmpC nitrocefin hydrolysis, absorbance 480 nm, 0.0001% Triton. AID 485341. P00811. actives 0.52% (n = 330,000);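 also: potency is read from the fitted curve at half-maximal effect; plate controls were no compound for no effect and no enzyme for full effect; nearly all actives have a fitted effect of over 20% in size; some results filed as inactive show a strong effect at the top dose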
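20 mM phosphate pH 7.0 + 0.01% (detergent screen) or 0.0001% Triton X-100; 5.3 nM AmpC reagent; cpd preinc 15 min RT; nitrocefin (800 uM stock) to start; A480 q20 s × 4 min; Activity was normalised to no-enzyme and no-compound control wells.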
HCV inhibitor: inhibitors of hepatitis C virus infection. Potency, µM (series often up to 41.8 µM), without a hit: at the top dose activity change, negative = inhibition, hits mostly inhibitors. AID 651820. Huh7.5.1 HCVcc-Cre infection, luciferase reporter, 44 h. actives 3.4% (n = 340,000); also: potency is read from the fitted curve at half-maximal effect
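Reporter virus HCVcc-Cre (~0.5 moi) infects cells exposed to compound; seeding density 1,000 cells/well with 4 h settling beforehand. Luminescence, 15 sec read, taken 44 h post-infection following a 15 min RT substrate incubation.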
Starred values were filed as active, the others as inactive; ? = inconclusive; nt = no result given; + = active, no number; & = joins results of further samples; [ ] = remark or other dose. Unless noted, calls follow the shape of the dose curve; as a rule, active = well fitted curve in the direction sought with a large enough effect; inconclusive = small, poorly fitted or top-dose-only effect, or another doubt; inactive = no such curve, though single readings can be large; an effect the other way counts as inactive or inconclusive. Unless noted, % is scaled to controls: 0 for no effect and ±100 for the full control effect. Random draw from the library, and some 7.5% of all compounds hit somewhere here.

SMILES	AMA1-RON2 inh	AmpC inh detg	LmPK inh	TbPYK inhibitor	HCMV antiviral	AmpC no deterg	HCV inhibitor
O=C(Nc1cccc(C(F)(F)F)c1)N1CCC(c2nc(-c3ccc(F)cc3)no2)CC1	2%	-16%	0%	-4%	?	-45%	11µM*
Cc1nc2sc3c(=O)[nH]nnc3c2c(C)c1Br	9%	4%	-11%	-13%	5	-11%	20%
COc1ccc(OC(=O)c2ccc3nsnc3c2)cc1	-5%	-1%	-9%	3%	26	-29%	12%
CCOc1ccc(C2C(C(=O)c3ccco3)=C(O)C(=O)N2CCCn2ccnc2)cc1OCC (stereo unspecified)	-6%	-14%	6%	0%	-24	-6%	-4%
CCN(C(=O)CSc1nccc(=O)[nH]1)C1CCCCC1	18%	nt	nt	5%	-3	2%	0%
CCN(CC)C(=O)CCS(=O)(=O)c1cccc2nonc12	-10%	4%	-1%	-3%	7	-26%	19%
O=C(CN(Cc1ccc(F)cc1)C(=O)CCC(=O)Nc1nccs1)NCc1ccccc1	0%	5%	3%	-6%	-6	23%	8%
CN1CCCC(OC(=O)c2cc(F)c(F)c(F)c2F)C1 (stereo unspecified)	-3%	-8%	0%	-1%	-3	-25%	-4%
O=C(O)c1cc([N+](=O)[O-])ccc1C(=O)Nc1ccccc1	0%	3%	-6%	-3%	-18	-11%	12%
Cc1ccccc1OCc1nc2ccccc2n1C	5%	7%	-7%	-4%	49	-4%	-21%
CCCc1cc(C(=O)Nc2ccc(C(C)=O)cc2)no1	-6%	-4%	4%	1%	23	45µM*	7%
CCCOC(=O)c1c(C)oc2c1cc(NS(=O)(=O)c1ccc(OCC)cc1)c1ccccc12	nt	-6%	nt	-14%	-96*	nt	nt
O=S(=O)(c1ccccc1)c1nc(-c2ccco2)oc1NCCCn1ccnc1	-17%	?	2%	-12%	25	0%	7%
Cc1ccc(NS(=O)(=O)c2ccc(Cl)c(N=Nc3c(O)[nH]c(=O)[nH]c3=O)c2)cc1Cl	-14%	nt	nt	-1%	-20	-48%	5%
CSc1ncccc1C(=O)NC1CCCc2c1cnn2-c1ccc(C)c(C)c1 (stereo unspecified)	-14%	2%	9%	-1%	-29	24%	8.9µM*
COc1ccccc1C1CCN(C(=O)c2cnn(-c3ccccc3)c2C)CC1	8%	-1%	-2%	5%	-1	69%[activator]	?
CSc1oc(-c2ccccc2)nc1C(N)=O	1%	?	-2%	0%	1	8%	14%
COc1ccc(S(=O)(=O)Nc2ccc3c(c2)C(=O)N([C@H](C)CO)C[C@H](C)[C@@H](CN(C)C(=O)NC2CCCCC2)O3)cc1	-6%	nt	nt	0%	10	142%[activator]	-1%
O=C(NC1CC1)c1cccc(NC(=O)c2cc(S(=O)(=O)N3CCOCC3)ccc2Cl)c1	-8%	-2%	nt	5%	40	-15%	?
Cc1ccc(C(=O)Nc2cccc(C(=O)N3CCOCC3)c2)cc1	-12%	-10%	1%	nt	80	-13%	2%
CCCn1c(N)c(N(CCOC)C(=O)c2cc(S(=O)(=O)N3CCCCCC3)ccc2OC)c(=O)[nH]c1=O	-11%	3%	-6%	-11%	?	0%	4%
CC(C)CCn1c(=O)c2sccc2n2c(CCCC(=O)NCCc3ccccc3)nnc12	nt	19%	nt	2%	-13	nt	nt
O=C(Nc1ccccc1)c1ccc(S(=O)(=O)NCC2CCCO2)cc1 (stereo unspecified)	-3%	?	1%	7%	-15	-20%	-16%
CCN(CC)CCCNC(=O)CNC(=O)c1nn(-c2ccc(OC)cc2)c(=O)c2ccccc12	0%	2%	-7%	0%	-16	-25%	-15%
COC(=O)c1sccc1NC(=O)c1ccccc1C(=O)O	-15%	nt	nt	1%	9	nt	0%
CC(C)(C)OC(=O)N(CCc1ccccc1)Cc1ccc(OCc2cccc(NC(=O)C3CCCC3)c2)cc1	-18%	nt	nt	2%	-4	nt	-17%[8.37 µM]
COC(=O)c1cc2occc2n1CC(=O)Nc1ccc(C)cc1C	-1%	0%	3%	-2%	-63*	-19%	?
Cc1cc(C)cc(Cn2cc(CN3CC(N4CCSCC4)CS3(=O)=O)nn2)c1 (stereo unspecified)	15%	nt	nt	4%	-12	nt	nt
O=C(c1cccc(S(=O)(=O)N2CCCCC2)c1)N1CCN(c2ccccc2)CC1	-2%	0%	-6%	1%	-15	153%[activator]	-11%
O=C(Nc1cccc(F)c1)C1CCN(S(=O)(=O)c2ccc3[nH]c4c(c3c2)CCCCC4)CC1	nt	-1%	nt	2%[15.4 µM]	+	nt	nt
COc1ccc(Cl)cc1NC(=O)CN(c1cccc(C)c1C)S(=O)(=O)c1ccccc1	nt	-7%	nt	-14%	-62*	nt	nt
O=C1CN(C(=O)CSc2nnc(-c3ccccc3)n2Cc2ccc3c(c2)OCO3)c2ccccc2N1	11%	-3%	3%	6%	-38	-8%	-8%
CC(=O)Nc1ccc(NC(=O)CCCc2ccccc2)cc1	7%	6%	3%	2%	nt	-12%	20%
O=C(NC1CCSC1=O)c1ccccc1 (stereo unspecified)	2%	?	-4%	2%	4	-34%	13%
COc1ccc2c(C)cc(N3CCCCCC3)nc2c1	-1%	2%	-4%	-11%	-33	-3%	?
CCC(=O)n1nc(-c2ccccc2)nc1SCC(=O)Nc1ccc(C)cc1	25%	?	1%	6%	17	-29%	-8%
Cc1ccc(CNC(=O)c2ccc(N3CCC4(CC3)CC(c3ccccc3)=NO4)c(NC(=O)c3ccc(Br)cc3)c2)cc1	-3%	-1%	-4%	5%	32	-45%	-11%
CCOc1ccccc1NC(=O)NNC(=O)c1ccc2ccccc2c1	99%[activator]	3%	-3%	-5%	-27	-41%	10%
COc1ccc(C(=O)COC(=O)Cn2[nH]c(=O)c3ccccc3c2=O)c(OC)c1	15%	-21%	nt	-1%	nt	-17%	21%
Cc1cccc(-n2ccnc2SCC(=O)c2c(N)n(C3CC3)c(=O)[nH]c2=O)c1C	2%	-2%	nt	-3%	-11	-16%	-2%
Cc1cc(C)n(C(=O)c2ccc(NC(=O)C3CC3)cc2)n1	3%	?	2%	2%	-33	-4%	4%
Cc1nc2ccccc2nc(C)c1=NO	4%	-9%	-6%	1%	60	128%[activator]	13%
CC(N)(C(=O)O)c1cccc(OCc2cccc(Cl)c2)c1 (stereo unspecified)	21%	-6%	-6%	19%	-13	-18%	6%
Cc1nc(NC(=O)COC(=O)/C=C/c2ccco2)c(Cl)cc1Cl	-9%	1%	nt	-6%	-15	-34%	1%
O=C(CN1CCOc2ccccc21)NC1CCN(Cc2ccccc2)CC1	0%	-19%	4%	-6%	-2	-1%	?
C=CCSc1nnc(NC(=O)COc2ccccc2)s1	-2%	1%	6%	-12%	-26	-29%	4%
O=C(NCc1ccc(Cl)c(Cl)c1)c1cc(C2CCCCN2C(=O)C2CCCCC2)on1 (stereo unspecified)	5%	nt	nt	0%	-3	nt	nt
CCCS(=O)(=O)N1CCCC(C(=O)NCCN(CC)c2ccccc2)C1 (stereo unspecified)	-2%	2%	1%	1%	-38	32%	-8%
O=C1NC(=O)N(c2ccc3c(c2)OCO3)C(=O)/C1=C/c1ccsc1	16%	?	-7%	?	30	-16%[11.4 µM]	22%
CN(C)C(=O)c1cccc(-c2cnc3c(NC=O)cc(-c4ccc(C(=O)N5CCOCC5)cc4)cn23)c1	18%	nt	nt	-7%	21	nt	nt
O=C(c1cc(F)ccc1F)C1CCCN(CCCc2ccccc2)C1 (stereo unspecified)	-1%	7%	1%	3%	-26	-2%	-3%
CS(=O)(=O)c1ncc(Cl)c(C(=O)Nc2ccc(OC(F)F)cc2)n1	36%[activator]	-5%	1%	5%	nt	31%	?
COc1ccc(/C=N/Nc2ncc(Br)cn2)c(OC)c1	13%	1%	-7%	3%	14	-14%	3%
CCn1cc(CNC(=O)c2ccc(Cl)c([N+](=O)[O-])c2)c(C)n1	3%	-12%	-1%	-2%	-18	-14%	11%
COC(=O)c1cn(NC(=O)Cc2ccc(Cl)cc2)c(=O)c2ccccc12	9%	?	2%	-10%	-27	-50%	27%
Cc1ccc(C)c2nc(Cl)c(C#N)cc12	8%	-1%	7%	2%	-1	-25%	8%
CC(C)C(OC(=O)CCC(=O)Nc1nccs1)C(=O)NC1CCCCC1 (stereo unspecified)	-22%	-5%	6%	2%	?	56%	24%
CCc1nnc(NC(=O)C2CCCN2S(=O)(=O)c2ccccc2)s1 (stereo unspecified)	6%	3%	-5%	10%	-60*	-23%	3%&7%
CC(=O)c1ccc(N(C(=O)CNC(=O)c2ccco2)C(C(=O)NCC2CCCO2)c2ccccc2)cc1 (stereo unspecified)	-10%	3%	2%	-1%	-11	97%[activator]	-3%
COc1ccc(C(=O)NC(=S)Nc2ccccc2N2CCN(S(C)(=O)=O)CC2)cc1OC	-6%	0%	5%	0%	-2	142%[activator]	?

One compound at a time, from the list above.
Shown for CC(C)C(OC(=O)CCC(=O)Nc1nccs1)C(=O)NC1CCCCC1 (stereo unspecified) → AMA1-RON2 inh: -22%; AmpC inh detg: -5%; LmPK inh: 6%; TbPYK inhibitor: 2%; HCMV antiviral: ?; AmpC no deterg: 56%; HCV inhibitor: 24%
Shown for CCOc1ccc(C2C(C(=O)c3ccco3)=C(O)C(=O)N2CCCn2ccnc2)cc1OCC (stereo unspecified) → AMA1-RON2 inh: -6%; AmpC inh detg: -14%; LmPK inh: 6%; TbPYK inhibitor: 0%; HCMV antiviral: -24; AmpC no deterg: -6%; HCV inhibitor: -4%

The list goes on:
SMILES	AMA1-RON2 inh	AmpC inh detg	LmPK inh	TbPYK inhibitor	HCMV antiviral	AmpC no deterg	HCV inhibitor
Cc1ccc(Cn2cccc(C(=O)Nc3nnc(C)s3)c2=O)cc1	nt	-2%	nt	-5%	6	nt	nt
Cc1cc(NC(=O)COC(=O)c2cccc(S(=O)(=O)N(C)C3CCCCC3)c2)no1	-9%	7%	4%	0%	-25	-9%	0%
CN(c1ccccc1)S(=O)(=O)c1ccc(C(=O)NCc2cccs2)cc1	0%	3%	6%	8%	-35	-27%	-11%
Cc1ccc(N(C)C(=O)c2sc3nc4n(c(=O)c3c2C)CCCC4)cc1C	nt	2%	nt	-4%	?	nt	nt
Nc1ccc(S(=O)(=O)Nc2nccs2)cc1	-12%	nt	nt	-2%&0%	23	nt	-9%
Cc1ccc(S(=O)(=O)N2CCOCC2)cc1NC(=O)c1cc2c(s1)CCC2	-4%	-12%	5%	-3%	13	11%	-26%
CCn1c(N2CCN(S(=O)(=O)c3ccccc3C(F)(F)F)CC2)nc2ccccc21	-4%	-9%	-2%	0%	-33	17%	-25%

Screening results: PubChem, National Center for Advancing Translational Sciences (NCATS)
